GLP1R ag: GLP-1 receptor (human) agonism; HEK293 GLP-1R CRE-luciferase, luminescence, 4-6 h; cells express a hypersensitive GLP-1R form; 380,000 compounds, 0.007% hits; AID 624172; Potency, µM (top dose mostly 45.6 µM), without a hit: at the highest dose activation, actives largely listed as activators; P43220; note: potency is the fitted concentration of half-maximal effect; % of control where 0% means no effect
Target sequence (P43220 whole entry, looked up): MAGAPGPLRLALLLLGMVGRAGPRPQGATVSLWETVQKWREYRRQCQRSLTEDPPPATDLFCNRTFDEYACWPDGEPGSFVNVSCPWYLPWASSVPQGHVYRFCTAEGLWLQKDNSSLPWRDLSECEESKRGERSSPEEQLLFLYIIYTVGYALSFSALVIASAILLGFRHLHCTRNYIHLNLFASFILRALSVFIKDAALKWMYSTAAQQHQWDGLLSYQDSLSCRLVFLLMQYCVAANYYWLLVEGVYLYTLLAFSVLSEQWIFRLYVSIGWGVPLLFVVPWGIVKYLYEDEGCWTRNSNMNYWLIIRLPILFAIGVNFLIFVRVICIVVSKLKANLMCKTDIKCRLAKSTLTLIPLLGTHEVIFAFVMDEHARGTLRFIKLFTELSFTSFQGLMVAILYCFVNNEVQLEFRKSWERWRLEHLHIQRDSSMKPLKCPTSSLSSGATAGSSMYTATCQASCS
GLP1R cytotox: cytotoxicity in counter-screen for GLP-1R inverse agonists; 410,000 compounds, 0.13% hits; HEK293 cAMP-luciferase reporter cells, luminescence, 24 h; Potency, µM (top dose mostly 38.3 µM), for inactives: at the highest dose activity change, negative = inhibition, most hits filed as inhibitors;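 note: loss of luciferase light is scored as toxicity; potency is the fitted concentration of half-maximal effect; % is set by controls: 0 for no effect and ±100 for the full control effect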
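1536-well qHTS counterscreen of the MLSMR; 200 cells/uL, 12 h pre-incubation, 23 nL cpd, 24 h at 37 deg C 5% CO2, luciferase detection reagent, 12 min RT, luminescence. Inhibition = undesired.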
DRD3 antagonist: D3 dopamine receptor (human) antagonism | 360,000 compounds, 2.5% hits | AID 652054 | D3R cells, DiscoveRx beta-arrestin luminescence, antagonist mode; active compounds read low | max response, negative = inhibition, % | P35462; in the data active = max response below about -50%; inconclusive = no clear call, values can overlap the other calls; note: % is set by controls: 0 for no effect and ±100 for the full control effect; mostly tested at two doses, the higher about 12 µM
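Cells plated overnight at 1500 cells/well, then exposed to library compounds with dopamine controls for 90 minutes at 37 degrees C. DiscoveRx reagent added for 30–60 minutes at room temperature; luminescence read, quantitative HTS format.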
GLP-1R inv ag: acts as inverse agonist at human GLP-1 receptor | P43220 | HEK293 GLP-1R CRE-luciferase, luminescence, 24 h; GLP-1R form is constitutively active | Potency, µM (series often up to 38.3 µM), for the others: at the highest dose activity change, negative = inhibition, most hits filed as inhibitors | 410,000 compounds, 1.6% hits | AID 624417; note: potency is the fitted concentration of half-maximal effect; % is set by controls: 0 for no effect and ±100 for the full control effect; nearly all actives have a fitted effect of over 55% in size
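HEK293 cells stably co-expressing a cAMP-responsive luciferase reporter and constitutively active GLP-1R were seeded, incubated 12 h, then exposed to compounds for 24 h at 37 C. Luminescence was read 12 min after detection reagent; inverse agonists lower signal.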
PLK1 PBD block: blocks phosphopeptide binding to human PLK1 polo-box domain; Plk1 PBD binding of FITC phosphopeptide, fluorescence polarization; Potency, µM, without a hit: max response, negative = inhibition, hits mostly inhibitors; 360,000 compounds, 2.8% hits; note: potency is the fitted concentration of half-maximal effect; series mostly up to about 57 µM; % is set by controls: 0 for no effect and ±100 for the full control effect; nearly all actives have a fitted effect of over 65% in size
WRN inhibitor: WRN helicase (human) inhibition; WRN helicase unwinding, fluorescent forked duplex, kinetic; Potency, µM (highest dose often 114 µM), for inactives: top-dose activity change, negative = inhibition, hits mostly inhibitors; Q14191; 360,000 compounds, 0.46% hits; note: potency is the fitted concentration of half-maximal effect; % is set by controls: 0 for no effect and ±100 for the full control effect; nearly all actives have a fitted effect of over 55% in size
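Fluorescence dequenching readout, ex 525 nm/em 598 nm, kinetic mode: forked duplex DNA (100 nM final) with adjacent fluorophore and quencher unwound by WRN (20 nM final) with 2 mM ATP. Compound preincubation 15 min, room temperature.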
PI5P4K alpha inh: PI5P4K alpha (human) kinase inhibition; PI5P4Kalpha enzyme, ADP-Glo luminescence, 60 min; active compounds read low; max response, %; 330,000 compounds, 1.2% hits; active = max response of -50% or lower; inconclusive = between -30% and -50%; inactive = -30% or higher; note: value at the top dose of about 77 µM; % is set by controls: 0 for no effect and ±100 for the full control effect
Target sequence (P48426 whole entry, looked up): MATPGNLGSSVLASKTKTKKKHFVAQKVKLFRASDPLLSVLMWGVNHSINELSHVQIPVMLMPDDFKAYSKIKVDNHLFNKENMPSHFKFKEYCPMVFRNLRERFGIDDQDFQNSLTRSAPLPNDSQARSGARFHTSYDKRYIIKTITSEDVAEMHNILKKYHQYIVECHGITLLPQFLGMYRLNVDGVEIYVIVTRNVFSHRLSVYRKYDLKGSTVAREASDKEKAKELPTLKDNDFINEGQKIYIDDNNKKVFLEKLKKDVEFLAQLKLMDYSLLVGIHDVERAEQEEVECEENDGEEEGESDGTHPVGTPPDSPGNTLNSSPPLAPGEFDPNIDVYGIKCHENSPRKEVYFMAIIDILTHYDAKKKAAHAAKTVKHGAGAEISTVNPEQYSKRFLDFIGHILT
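PI5P4Kalpha ADP-Glo assay; 5 microM ATP final; 60 min RT reaction; HEPES pH 7.4/EGTA/CHAPS, 5% DMSO; controls lacking substrate or enzyme; luminescent end-point.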
DRD3 agonist: D3 dopamine receptor (human) agonism; max activation, %; D3R DiscoveRx beta-arrestin cells, luminescence, 90 min; 410,000 compounds, 0.58% hits; in the data active = max activation above about 30%; note: 0% is about no effect; mostly tested at two doses, the higher about 12 µM
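Agonist mode: compounds and dopamine controls were applied to plated cells for 90 min at 37 degrees C after an overnight attachment at 1500 cells/well. Luminescent read-out followed 30 - 60 minutes at room temperature with DiscoveRx detection reagent.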
IL2 activator: activates IL-2 in a cell-based reporter assay; activation, % (series mostly up to about 46 µM); 360,000 compounds, 0.065% hits; IL-2 activation reporter assay, cell-based qHTS; stimulated with anti-CD3/CD4/CD28 beads; in transgenic mouse T cells; in the data active = activation above about 50%; inconclusive = mostly about 30% to 49%; note: 0% is about no effect
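First, unstimulated transgenic mouse T cells were exposed to compound for 60 min. Next, anti-CD3/anti-CD4-coated beads with anti-CD28 were added. Finally, after 18 h at 37 degrees C, EGFP and DsRed were imaged.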
Numbers without * were called inactive; ? = inconclusive; · = not tested or not shown; [ ] = another dose, or the depositor's remark. Unless noted, calls come from the whole dose curve; as a rule, active = well fitted curve in the direction sought with a large enough effect; inconclusive = small, poorly fitted or top-dose-only effect, or another doubt; inactive = no such curve, though single readings can be large; an effect the other way counts as inactive or inconclusive.

[1] CC(NC(=O)c1ccccc1F)c1ccccc1 (stereo not drawn)
[2] CCc1cc(CNC(=O)c2ccc(OC3CCN(CCc4ccccc4)CC3)cc2)on1
[3] Nc1ccc(O)c2c1C(=O)c1ccccc1C2=O
[4] COc1cccc2cc(C(=O)NC(C)C3CCCO3)c(=O)oc12 (stereo not drawn)
[5] O=C(COC(=O)c1ccccc1F)Nc1cc(S(=O)(=O)N2CCOCC2)ccc1N1CCCC1

| entry no. | 1 | 2 | 3 | 4 | 5 |
| --- | --- | --- | --- | --- | --- |
| GLP1R cytotox | 1.1% | -28.9% | ? | 1.9% | 18.1% |
| PLK1 PBD block | 1.5% | -1.3% | ? | ? | -10.1% |
| GLP-1R inv ag | ? | ? | -3.7% | 1.9% | 16.2% |
| DRD3 antagonist | 0.0 | ? | -15.0 | 12.4 | -3.6 |
| WRN inhibitor | -2.8% | -4.5%[57.1 µM] | 31.6µM* | 8.2% | 8.6% |
| PI5P4K alpha inh | -3.5 | -21.0 | -96.5* | · | -7.8 |
| IL2 activator | -0.9 | -3.1 | 0.6 | -1.6 | 0.4 |
| GLP1R ag | -2.7% | -4.9% | 6.1% | ? | 5.1% |
| DRD3 agonist | 2.9 | -9.7 | -16.8 | 10.5 | -0.2 |

[6] COc1ccc(C(=O)NCC(c2ccco2)N2CCc3ccccc32)cc1 (stereo not drawn)
[7] CC1(C(=O)NS(=O)(=O)c2ccc(Br)cc2)CCN1C(=O)Cc1ccsc1 (stereo not drawn)
[8] Cc1c(C(=O)N(C)CC(=O)Nc2cccc(F)c2)oc2c(Cl)cccc12
[9] CCN1C(=O)c2ccccc2S(=O)(=O)c2ccc(C(=O)NCc3ccc(C)cc3)cc21
[10] O=C(O)c1cc(-c2cccc(Cl)c2)nc2nc(N3CCCCC3)sc12

| entry no. | 6 | 7 | 8 | 9 | 10 |
| --- | --- | --- | --- | --- | --- |
| GLP1R cytotox | -21.0% | -0.4% | 3.8% | 0.4% | -11.7% |
| PLK1 PBD block | 0.4% | 2.3% | -7.4% | · | -20.8% |
| GLP-1R inv ag | ? | ? | ? | ? | -4.3% |
| DRD3 antagonist | -13.3 | 12.5 | ? | · | 0.9 |
| WRN inhibitor | -4.2% | 4.8% | -13.2% | · | -19.5%[57.1 µM] |
| PI5P4K alpha inh | -2.1 | -2.4 | -5.9 | · | -26.6 |
| IL2 activator | 0.3 | 3.1 | 2.0 | · | 0.8 |
| GLP1R ag | 21.6% | -4.5% | 0.2% | -8.6% | -3.8% |
| DRD3 agonist | 0.0 | 7.0 | -4.1 | 0.6 | -2.2 |

[11] CC1=C(C(=O)N(C)C)CC(CC(=O)NC(c2ccccc2)c2ccccc2)C(=O)N1Cc1ccc(F)cc1 (stereo not drawn)
[12] CC(CN1CCN(C)CC1)OC(=O)c1ccc(Cl)cc1Cl (stereo not drawn)
[13] CN1C(=O)[C@H]2[C@@H](/C=C/c3ccccc3)N3C(=O)CN(Cc4ccc(-c5ccccc5)cc4)C(=O)[C@@]3(C)[C@H]2C1=O
[14] CC(NC(=O)C1CCN(C(=O)c2ccc(F)cc2)CC1)c1ccc(S(N)(=O)=O)cc1 (stereo not drawn)
[15] C=C1C(=O)[C@]23C[C@H]1CCC2[C@@]1(C)C(C[C@@H]3O)[C@](C)(C(=O)OC)CC[C@@H]1OC(C)=O (stereo partly drawn)

| entry no. | 11 | 12 | 13 | 14 | 15 |
| --- | --- | --- | --- | --- | --- |
| GLP1R cytotox | 3.0% | 19.8% | 0.6% | 4.6% | ? |
| PLK1 PBD block | 4.9% | -13.5% | -4.1% | -2.1% | 10.6µM* |
| GLP-1R inv ag | 5.4% | 0.0% | 9.6% | 1.3% | ? |
| DRD3 antagonist | -28.1 | -21.2 | 6.5 | 27.4 | -132.5* |
| WRN inhibitor | 3.3% | -4.4% | 1.9%[11.6 µM] | -2.6% | ? |
| PI5P4K alpha inh | -8.9 | · | 1.4 | 6.0 | -27.6 |
| IL2 activator | -2.4 | 1.3 | -2.5 | -0.1 | -1.0 |
| GLP1R ag | 3.4% | ? | 13.5% | -2.7% | -12.9% |
| DRD3 agonist | 2.0 | -57.3 | -2.0 | 2.2 | -26.9 |

Already shown: entries from further up.
[1] CC(NC(=O)c1ccccc1F)c1ccccc1 (stereo not drawn)
[2] CCc1cc(CNC(=O)c2ccc(OC3CCN(CCc4ccccc4)CC3)cc2)on1
[3] Nc1ccc(O)c2c1C(=O)c1ccccc1C2=O
[4] COc1cccc2cc(C(=O)NC(C)C3CCCO3)c(=O)oc12 (stereo not drawn)
[5] O=C(COC(=O)c1ccccc1F)Nc1cc(S(=O)(=O)N2CCOCC2)ccc1N1CCCC1
[6] COc1ccc(C(=O)NCC(c2ccco2)N2CCc3ccccc32)cc1 (stereo not drawn)
[7] CC1(C(=O)NS(=O)(=O)c2ccc(Br)cc2)CCN1C(=O)Cc1ccsc1 (stereo not drawn)

| entry no. | 1 | 2 | 3 | 4 | 5 | 6 | 7 |
| --- | --- | --- | --- | --- | --- | --- | --- |
| GLP1R cytotox | 1.1% | -28.9% | ? | 1.9% | 18.1% | -21.0% | -0.4% |
| PLK1 PBD block | 1.5% | -1.3% | ? | ? | -10.1% | 0.4% | 2.3% |
| GLP-1R inv ag | ? | ? | -3.7% | 1.9% | 16.2% | ? | ? |
| DRD3 antagonist | 0.0 | ? | -15.0 | 12.4 | -3.6 | -13.3 | 12.5 |
| WRN inhibitor | -2.8% | -4.5%[57.1 µM] | 31.6µM* | 8.2% | 8.6% | -4.2% | 4.8% |
| PI5P4K alpha inh | -3.5 | -21.0 | -96.5* | · | -7.8 | -2.1 | -2.4 |
| IL2 activator | -0.9 | -3.1 | 0.6 | -1.6 | 0.4 | 0.3 | 3.1 |
| GLP1R ag | -2.7% | -4.9% | 6.1% | ? | 5.1% | 21.6% | -4.5% |
| DRD3 agonist | 2.9 | -9.7 | -16.8 | 10.5 | -0.2 | 0.0 | 7.0 |

[8] Cc1c(C(=O)N(C)CC(=O)Nc2cccc(F)c2)oc2c(Cl)cccc12
[9] CCN1C(=O)c2ccccc2S(=O)(=O)c2ccc(C(=O)NCc3ccc(C)cc3)cc21

| entry no. | 8 | 9 |
| --- | --- | --- |
| GLP1R cytotox | 3.8% | 0.4% |
| PLK1 PBD block | -7.4% | · |
| GLP-1R inv ag | ? | ? |
| DRD3 antagonist | ? | · |
| WRN inhibitor | -13.2% | · |
| PI5P4K alpha inh | -5.9 | · |
| IL2 activator | 2.0 | · |
| GLP1R ag | 0.2% | -8.6% |
| DRD3 agonist | -4.1 | 0.6 |

Going on with the list.
[16] COc1cc(C(=O)NC2=NCCS2)ccc1OCc1c(C)noc1C
[17] CC(=O)c1ccc(NC(=O)CSc2nnc(NC(=O)CN3CCOCC3)s2)cc1
[18] Cc1nc2c(C)cccc2c(SC(=N)N)c1CC=C(Cl)Cl
[19] CCc1nc2ccc(C(=O)Nc3cccc(NS(C)(=O)=O)c3)cn2c1N(C)CCCc1ccccc1
[20] O=C(O)c1cnc(-c2ccccc2)nc1Sc1cccc(Cl)c1

| entry no. | 16 | 17 | 18 | 19 | 20 |
| --- | --- | --- | --- | --- | --- |
| GLP1R cytotox | -12.3% | -10.0% | 1.5% | -21.9% | -14.2% |
| PLK1 PBD block | -6.3% | -5.3% | ? | -5.0% | 29.9µM* |
| GLP-1R inv ag | 7.7% | 35.4%[activator] | 15.0% | ? | -34.1% |
| DRD3 antagonist | 21.4 | -1.0 | 0.0 | 35.2 | ? |
| WRN inhibitor | 3.3% | 2.7% | -4.3% | 1.2%[57.1 µM] | -25.8% |
| PI5P4K alpha inh | · | -3.2 | 1.9 | 12.1 | 189.3 |
| IL2 activator | -2.7 | -0.3 | 1.9 | -0.7 | 0.0 |
| GLP1R ag | 5.8% | -0.3% | -3.5% | -0.1% | -9.1% |
| DRD3 agonist | -2.7 | 7.9 | 8.9 | 4.9 | -1.6 |

As entered above:
Under GLP1R cytotox, `Cc1nc2c(C)cccc2c(SC(=N)N)c1CC=C(Cl)Cl` reads 1.5%
Under GLP1R cytotox, `CCc1nc2ccc(C(=O)Nc3cccc(NS(C)(=O)=O)c3)cn2c1N(C)CCCc1ccccc1` reads -21.9%
